Screens: PubChem, several laboratories
LMPTP inh = blocks human LMPTP phosphatase. P24666. recombinant LMPTP-A, OMFP fluorogenic substrate, fluorescence intensity. inhibition, % at 20 µM. 0.22% of 360,000 active;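 active means compounds that cut the enzyme signal by at least half of the control window in the single-dose screen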;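 further: plate controls were DMSO wells with enzyme plus substrate for no effect and substrate without enzyme for full effect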
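Test system: LMPTP-A, protein tyrosine phosphatase of low molecular weight; Input: 0.625 nM enzyme; Incubation: 50 min dark incubation at room temperature; Signal: endpoint fluorescence intensity from OMFP dephosphorylation; Read-out basis: % inhibition versus control wells.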
Tb MetRS inh = Trypanosoma brucei MetRS inhibition. 0.4% of 360,000 active. inhibition, % at 11.9 µM. AID 624268. purified T. brucei MetRS, ATP depletion, Kinase-Glo luminescence;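 active means inhibition above a per-plate cutoff of the control wells' mean inhibition plus 3 SD, cut at about 5.5% in these data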;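 further: 0% = DMSO wells median and 100% = median of wells with control inhibitor compound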
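Measured by: Kinase-Glo luciferase luminescence reporting remaining unconsumed ATP. Material: purified T. brucei MetRS enzyme. Doses: 11.9 µM compound single dose, 0.9% DMSO. Medium: HEPES buffer containing pyrophosphatase, BSA, spermine, DTT. Times: 15 min preincubation, 2 h reaction, all 25 °C. Reagent: methionine, ATP and bulk E. coli tRNA.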
CSN deneddyl inh = inhibitors of human CSN-mediated cullin deneddylation | Purified CSN, SCF-Nedd8-OG deneddylation, fluorescence polarization | inhibition, % at 12.5 µM | 0.38% of 360,000 active;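 active means pattern-corrected inhibition above about 35%, with an unprinted fluorescence ratio check between 0.5 and 1.5, limit read from the data, passing the limit was not always enough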;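 further: 0% = enzyme with substrate and 100% = substrate without enzyme; some results filed as inactive read as strong as hits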
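Schedule: reaction 90 min, room temperature / Assay system: HEK293T-derived human Csn5 enzyme / Input: Csn5 at 0.24 nM final / Measure: inhibition of Csn5 cleavage, % / Control set: substrate-only high control, full reaction low control / Technique: fluorescence polarization of the substrate / Buffer or medium: Tris/NaCl/DTT buffer, pH 7.5 / Reagent: SCFSkp2-Nedd8OG substrate at 10 nM final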
SUMO1-SIM PPI = modulators of human SUMO1-mediated protein-protein interactions; SUMO1 binding to a labelled peptide, TR-FRET, 1 h; 0.33% of 360,000 active; P63165; inhibition, % at 20 µM; AID 602429; in the data active means inhibition above about 37%
Target sequence (P63165 whole entry, looked up): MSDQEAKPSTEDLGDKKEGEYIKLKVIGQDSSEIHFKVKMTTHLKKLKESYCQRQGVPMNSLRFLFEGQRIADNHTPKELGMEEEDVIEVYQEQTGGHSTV
Rpn11 block = blocks the human proteasome subunit Rpn11; human 26S proteasome, Ub4-pepOG fluorescence polarization; 20S core pre-blocked with epoxomicin; calls only at 20 µM; O00487; 0.59% of 360,000 active;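 active means inhibition at 20 µM, scaled to each plate's controls, above about 33%, limit read from the data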
Target sequence (O00487 whole entry, looked up): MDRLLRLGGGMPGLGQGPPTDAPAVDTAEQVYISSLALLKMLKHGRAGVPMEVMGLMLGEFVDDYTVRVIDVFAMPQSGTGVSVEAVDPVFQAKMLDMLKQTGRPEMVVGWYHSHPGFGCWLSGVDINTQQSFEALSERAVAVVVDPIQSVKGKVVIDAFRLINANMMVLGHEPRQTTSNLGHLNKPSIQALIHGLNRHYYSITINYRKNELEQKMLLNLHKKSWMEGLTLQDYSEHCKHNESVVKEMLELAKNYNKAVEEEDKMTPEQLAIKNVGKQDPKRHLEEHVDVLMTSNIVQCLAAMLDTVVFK
Scp1 inh = Scp-1 (human) phosphatase inhibition; 0.88% of 340,000 active; AID 493091; Recombinant Scp1, phosphopeptide, malachite green phosphate absorbance; inhibition, % at 20 µM; Q9GZU7;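 active means inhibition above about 50% at 20 µM, limit read from the data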;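 further: plate controls were DMSO wells with enzyme for no effect and wells lacking enzyme for full effect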
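Test system – truncated SCP-1 phosphatase (76-261aa) · Reagent – Phosphorylated 17-residue peptide substrate · Incubation – 45 min room-temperature reaction, 5 min colour, 30 min stabiliser · Detection – colorimetric phosphate reagent with accelerator and stabiliser, absorbance at 630 nm · Measure – % inhibition at 20 µM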
NadD inh = blocks S. aureus nicotinate mononucleotide adenylyltransferase. AID 602399. purified NadD enzyme, colorimetric absorbance read-out. inhibition, % at 20 µM. 0.78% of 360,000 active; in the data active means inhibition above about 26%; further: some compounds past the cut are filed as inactive
MLLE-PAM2 inh = inhibitors of microRNA-mediated deadenylation, human PABP1 MLLE binding. GST-MLLE / FITC-PAM2 fluorescence polarization. inhibition, % at 20 µM. P11940. 0.36% of 360,000 active. AID 588489; in the data active means inhibition above about 35%, passing the limit was not always enough;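 further: plate controls were DMSO wells with GST-MLLE for no effect and wells lacking GST-MLLE protein for full effect; some results filed as inactive read as strong as hits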
Target sequence (P11940 whole entry, looked up): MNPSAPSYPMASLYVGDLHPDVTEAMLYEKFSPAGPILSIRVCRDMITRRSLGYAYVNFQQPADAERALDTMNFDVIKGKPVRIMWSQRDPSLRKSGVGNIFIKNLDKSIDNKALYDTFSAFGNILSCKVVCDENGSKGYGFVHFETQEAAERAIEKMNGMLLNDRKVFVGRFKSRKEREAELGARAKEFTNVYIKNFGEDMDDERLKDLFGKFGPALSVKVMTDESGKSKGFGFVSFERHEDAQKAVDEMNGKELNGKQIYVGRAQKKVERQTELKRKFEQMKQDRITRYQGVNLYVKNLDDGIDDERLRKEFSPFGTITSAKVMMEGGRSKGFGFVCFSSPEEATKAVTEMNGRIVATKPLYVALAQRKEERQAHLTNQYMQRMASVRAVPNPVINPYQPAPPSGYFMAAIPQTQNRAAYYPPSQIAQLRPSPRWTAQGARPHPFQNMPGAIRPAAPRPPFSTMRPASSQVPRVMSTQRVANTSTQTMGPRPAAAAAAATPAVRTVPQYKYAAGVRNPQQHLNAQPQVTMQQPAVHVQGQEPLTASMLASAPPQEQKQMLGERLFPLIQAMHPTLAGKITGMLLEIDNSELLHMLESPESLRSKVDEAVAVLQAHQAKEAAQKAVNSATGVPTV
STEP inh = inhibitors of human striatal-enriched phosphatase STEP; inhibition, % at 20 µM; AID 588621; recombinant STEP, OMFP fluorogenic substrate, fluorescence; P54829; 0.25% of 360,000 active;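 active means inhibition at 20 µM, scaled per plate between control wells, above about 37%, limit read from the data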;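 further: 0% = DMSO with enzyme and substrate and 100% = substrate only without enzyme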
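Measure: Control-normalized % inhibition with plate pattern correction | Test system: STEP phosphatase, cell-free reaction | Medium: pH 6.0 Bis-Tris with DTT and Tween 20 | Technique: Fluorescence, 480/540 nm | Times: Reaction 20 min, ambient temperature | Doses: Single compound dose of 20 µM, 1% DMSO final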
DNMT1 block = DNMT1 (human) enzyme inhibition; P26358; DNMT1 molecular beacon, Hinp1I cleavage, fluorescence; inhibition (reported as % activation of signal), % at 10 µM; 0.83% of 360,000 active; AID 588458; in the data active means inhibition above about 50%
Starred values were filed as active, the others as inactive; i = inactive; . = not tested or not shown. Compounds as they come; about 3.6% have a hit in one of these screens.

Values run as follows: LMPTP inh	Tb MetRS inh	CSN deneddyl inh	SUMO1-SIM PPI	Rpn11 block	Scp1 inh	NadD inh	MLLE-PAM2 inh	STEP inh	DNMT1 block
- C[C@@H](C(=O)NC1CCCCC1)N1C(=O)N2CCc3c([nH]c4ccccc34)[C@@]2(C)C1=O
  -0.8	1.1	2	2	i	4	-5	-1	6	0
- Cc1n[nH]c(C)c1S(=O)(=O)N1CCCC(C(=O)N2CCc3ccccc32)C1 (stereo not drawn)
  -1.0	0.3	-5	-1	i	-5	5	4	1	-3
- COc1ccc(-c2c(C)nn(-c3ccccc3)c2N)cc1
  -0.6	0.1	3	0	i	-6	-2	13	2	0
- CCCCn1c(CNC(=O)C(C)(C)C)nc2ccccc21
  -1.2	0.1	1	-1	i	-7	-3	0	4	2
- COc1ccc(N2CCN(C(CNC(C)=O)c3ccco3)CC2)cc1 (stereo not drawn)
  -0.4	0.8	3	-4	i	-9	6	-6	-1	4
- Cn1c(N)nc2nc(CCc3ccccc3)c(=O)[nH]c2c1=O
  -0.8	-0.5	-2	-22	i	-1	-1	18	0	1
- COc1ccc(-c2nc3c(C)cc(Br)cn3c2CC2CCCCC2)cc1OC
  3.4	0.0	13	-2	i	.	2	-21	1	-1
- CCOC(=O)C1(Cc2ccccc2)CCCN(Cc2cccc(C(C)=O)c2)C1 (stereo not drawn)
  -0.5	-0.4	-3	13	i	-2	-3	-6	-2	4
- CNC(=S)SCCOc1ccc(C)cc1
  0.7	-0.9	1	0	i	-1	-1	9	-3	-3
- COc1ccc2c(c1OC)C(=O)OC2Nc1ccc(S(=O)(=O)N=C(N)N)cc1 (stereo not drawn)
  -2.0	-1.4	1	-7	i	2	-3	-2	-2	0
- CN1CCC(N(C)C(=O)NC2CCCCC2)CC1
  -2.7	1.5	1	-2	i	-2	-9	-3	-6	7
- COc1ccc(N2CCN(C(=O)C34CCC(C)(C(=O)C3)C4(C)C)CC2)cc1 (stereo not drawn)
  0.7	-0.2	-7	0	i	-3	-1	-1	-1	3
- COc1ccc(C)cc1NC1=C(Cl)C(=O)N(C2CCCCC2)C1=O
  3.2	1.1	2	0	i	-9	-1	-1	3	-2
- CCN(CC(=O)Nc1c(F)cccc1F)C(=O)c1ccc(C(=O)c2ccccc2)cc1
  -1.3	-0.6	4	-1	i	2	-6	0	-2	-1
- COc1cccc(N2CCN(C(=O)C3CCN(C(=O)Nc4ccccc4)CC3)CC2)c1
  -0.3	-0.2	2	2	i	.	3	9	-2	11
- C=CSc1sc(Cl)c(N(C)C)c1[N+](=O)[O-]
  -1.3	0.0	-20	-9	i	-7	0	24	3	8
- O=C(Nc1ccc([N+](=O)[O-])cc1)OCCc1ccccn1
  -0.4	-0.2	-4	-12	i	-10	-9	4	1	4
- O=C1C=CC(=C(c2ccc(O)cc2)c2ccc(O)cc2)C=C1
  0.2	0.2	-1	-5	i	2	1	10	-2	10
- COc1ccc(C2/C(=C(/O)c3ccc(C)cc3)C(=O)C(=O)N2C)c(OC)c1 (stereo not drawn)
  1.2	2.2	3	5	i	-10	4	-1	2	-4
- Cc1ccc(C)c2c1sc(=NC(=O)CN1C(=O)CCC1=O)n2C
  -0.8	-0.2	-3	3	i	-7	4	3	-3	3
- CN1CCN(C(=O)c2cc(Cl)ccc2Cl)CC1
  -1.6	-0.5	-6	-2	i	3	4	-19	1	-1
- C=CCNC(=O)c1cc2c(C(F)(F)F)nn(C)c2s1
  -2.1	-0.8	-1	-3	i	-3	6	0	-1	4
- CCCC(=O)N1CCN(c2nc(CC(C)C)c3c(c2C#N)CCC3)CC1
  2.0	-0.4	-2	-2	i	3	0	-9	3	2
- O=C(c1ccc2c(c1)OCO2)N(Cc1ccco1)C1(C(=O)NC2CCCCC2)CCCCC1
  1.4	-1.2	3	0	i	-8	0	1	2	2
- COc1ccccc1NC(=O)c1cc(S(=O)(=O)N2CCCC2)cn1C
  -0.3	-0.3	2	0	i	-6	-5	5	0	13
- CCC(=O)Nc1ccc(OCC2CCCO2)cc1 (stereo not drawn)
  -0.3	-0.6	3	12	i	-4	1	-1	-2	0
- COc1ccc(OC)c(-c2cc(C(=O)Nc3ccc(F)cc3F)no2)c1
  -0.8	-0.4	0	5	i	-1	-3	-8	3	18
- CCOc1ccc(N(CC(=O)NCCC2=CCCCC2)S(=O)(=O)c2ccccc2)cc1
  2.0	0.0	-15	0	i	-5	9	4	3	4
- CCOc1ccc(CNC(=O)CN2C(=O)C(c3ccccc3)Oc3cccnc32)cc1 (stereo not drawn)
  0.6	0.2	2	7	i	-1	2	-12	2	-2
- O=C(Cc1ccccc1[N+](=O)[O-])Nc1ccc2c(c1)OCO2
  0.2	-0.8	-4	-6	i	-12	-1	0	0	0
- CC(C)(C)n1nnnc1CN(Cc1ccco1)Cc1cc2cc3c(cc2[nH]c1=O)OCO3
  -0.6	0.3	-3	-8	i	5	7	32	0	-2
- CCN(Cc1nc(-c2ccc(C)cc2)no1)C(=O)c1ccco1
  -0.2	-0.4	2	-2	i	-3	-2	6	11	3
- O=[N+]([O-])c1ccc(C[n+]2cc(-c3ccccc3)n3c2CCCCC3)cc1
  -0.4	-0.7	-4	-13	i	-2	9	-6	0	2
- OCCC1CN(Cc2cn[nH]c2C2CCCCC2)CCN1C1CCCC1 (stereo not drawn)
  0.9	-0.4	-8	3	i	-9	-5	-7	1	-1
- CN(Cc1ccccc1)C(NC(=O)c1ccco1)C(Cl)(Cl)Cl (stereo not drawn)
  -0.4	0.1	1	0	i	-9	-2	0	0	-4
- O=C(COC(=O)c1ccccc1O)Nc1ncc(Cl)cc1Cl
  0.6	0.2	5	24	i	25	9	0	0	64*
- Cn1c(=O)c(C(=O)NNC(=O)c2ccccc2Br)c(O)c2ccccc21
  0.1	-0.1	4	7	i	-13	-5	5	1	2
- O=C(O)c1cc(Cl)c(Cl)cc1C(=O)Nc1cccc2cccnc12
  -0.2	0.0	0	-3	i	-5	1	11	0	-11
- Cc1ccc(OC(C)C(=O)Nc2ccncc2)cc1C (stereo not drawn)
  -2.4	-1.4	-1	2	i	1	-1	6	0	10
- O=C(CN1C(=O)c2ccccc2C1=O)NCc1ccncc1
  -0.2	-0.2	-5	-2	i	-1	0	0	0	4

Compounds above that contain bromine, in the order listed:
Values run as follows: LMPTP inh	Tb MetRS inh	CSN deneddyl inh	SUMO1-SIM PPI	Rpn11 block	Scp1 inh	NadD inh	MLLE-PAM2 inh	STEP inh	DNMT1 block
- COc1ccc(-c2nc3c(C)cc(Br)cn3c2CC2CCCCC2)cc1OC
  3.4	0.0	13	-2	i	.	2	-21	1	-1
- Cn1c(=O)c(C(=O)NNC(=O)c2ccccc2Br)c(O)c2ccccc21
  0.1	-0.1	4	7	i	-13	-5	5	1	2

Later entries.
Values run as follows: LMPTP inh	Tb MetRS inh	CSN deneddyl inh	SUMO1-SIM PPI	Rpn11 block	Scp1 inh	NadD inh	MLLE-PAM2 inh	STEP inh	DNMT1 block
- CC(C)(C)c1cc(C2COC(=O)COCCOCC(=O)OCCOCCO2)cc(C(C)(C)C)c1O (stereo not drawn)
  1.1	-0.5	-4	-2	i	-2	1	-7	-1	2
- CCC(C)n1c(SCc2ccc([N+](=O)[O-])cc2)nc2ccsc2c1=O (stereo not drawn)
  3.1	0.1	-3	-8	i	-10	-6	-10	6	-1
- CCOC(=O)N1CCN(c2cc(=O)n(-c3ccc(C)cc3)c(=O)[nH]2)CC1
  -2.4	-0.8	2	-1	i	-7	-7	1	1	-1
- COc1ccccc1NS(=O)(=O)c1cc(C(=O)N2CCCCCCC2)ccc1C
  1.7	0.3	-6	-4	i	4	-5	4	1	0
- C=CCn1c(C(C)NC(=O)c2cccc(C)c2)n[nH]c1=S (stereo not drawn)
  0.9	-0.9	-4	3	i	-1	1	-47	0	1
- COC(=O)C[C@H]1C[C@H]2c3cc(NC(=O)Nc4ccc(C(F)(F)F)cc4)ccc3O[C@H]2[C@@H](CO)O1
  -0.1	-0.2	0	5	i	.	-4	2	0	5
- CCCOc1ccc(C(=O)CCCC(=O)c2ccc(OCCC)cc2)cc1
  -0.5	0.1	-1	4	i	-8	25	11	-2	10
- N=C(N)SCP(=O)(c1ccccc1)c1ccccc1
  0.1	-1.2	3	-2	i	-4	-2	38*	0	1
- COc1cccc(CC(=O)Nc2ccc(N3CCOCC3)c(S(=O)(=O)Nc3ccccc3OC)c2)c1
  2.2	-0.4	2	0	i	-4	1	-4	3	-16
- Cc1nn(-c2ccccc2)c2nc(=O)n(-c3ccccc3)cc12
  -0.6	0.4	2	5	i	3	1	0	-1	0
- CC(C)CC(NS(=O)(=O)c1ccc2[nH]c(=O)c(=O)[nH]c2c1)C(=O)O (stereo not drawn)
  -1.8	-1.2	-1	-1	i	-1	4	4	-4	6
- CCC(C)c1ccccc1N1CC(C(=O)Nc2cccc(S(=O)(=O)N3CCOCC3)c2)CC1=O (stereo not drawn)
  1.0	0.8	-3	-4	i	-2	-4	-29	-1	3
- O=C1NCCCN1Cc1ccc(F)cc1
  -1.7	-0.4	-2	2	i	0	7	11	3	-3
- CC(C#N)(NC(=O)CN1CCN(S(=O)(=O)c2ccccc2C#N)CC1)C1CC1 (stereo not drawn)
  -0.9	0.1	-4	-3	i	7	0	2	2	3
- Cc1cccc(NC(=O)Cc2cccs2)n1
  -0.8	-0.9	3	1	i	5	-3	0	2	0
- CC1CC2C3CCC4=CC(=O)C=CC4(C)[C@@]3(Cl)C(O)CC2(C)C1(O)C(=O)CO (stereo partly drawn)
  -1.6	1.1	-3	-1	i	-14	8	-8	0	-1
- CCOc1ccc(C(=O)c2cc3ccc(O)cc3oc2=O)cc1
  -0.2	-0.6	-7	-23	i	-3	-5	0	0	-4
- C=CCOc1ccc(CNC(C)(C)CO)cc1OC
  -0.9	-0.6	2	-1	i	-2	-2	2	-3	-3
- COc1ccc(-n2nc(C(=O)NCC(=O)NCCCN3CCOCC3)c3ccccc3c2=O)c(OC)c1
  -0.8	-0.3	2	6	i	-4	-3	0	1	2
